AMA1-RON2 inh – disrupts binding of P. falciparum AMA1 to RON2; AlphaScreen AMA1-biotinylated RON2 peptide binding; Potency, µM (doses to about 58.2 µM), inactives show at the top dose activity change, negative = inhibition, usual class: inhibitors; hit rate 0.2% among 360,000;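 also: potency is read from the fitted curve at half-maximal effect; 0% = vehicle wells and -100% = peptide control; nearly all actives have a fitted effect of over 45% in size; some results filed as inactive show a strong effect at the top dose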
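AMA1 (3D7) with his tag at 25 nM final met compounds first, then biotinylated RON2 peptide at 25 nM; detection used donor plus acceptor beads, 10 µg/mL apiece, read by AlphaScreen after 30 min at room temperature.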
HCMV antiviral – human cytomegalovirus inhibition; HFF cells, HCMV-luciferase reporter, 72 h; stronger effect = lower value; activity change, negative = inhibition, % at 57.5 µM; hit rate 4.5% among 410,000; in the data active = activity change below about -60%; inconclusive = no clear call, values can overlap the other calls; inactive = above about -39%
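Steps: HFFs plated, 16 h 37C; compounds added; HCMV-luciferase added to MOI 1 PFU/cell; 72 h 37C; OneGlo reagent, 5 min room temperature; luminescence read, normalized to controls.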
HCV inhibitor – inhibitors of hepatitis C virus infection; hit rate 3.4% among 340,000; Huh7.5.1 HCVcc-Cre infection, luciferase reporter, 44 h; Potency, µM (highest dose often 41.8 µM), for inactives: at the highest dose activity change, negative = inhibition, actives largely listed as inhibitors; AID 651820; also: potency is read from the fitted curve at half-maximal effect
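Infectious HCV cell culture screen: compound-treated cells (1,000/well, pre-plated 4 h) are infected with HCVcc-Cre at roughly 0.5 moi and grown 44 h. Infection is quantified by luciferase signal after 15 min substrate incubation at room temperature.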
TbPYK inhibitor – blocks Trypanosoma brucei pyruvate kinase | Q57TT1 | TbPYK enzyme, Kinase-Glo Plus ATP luminescence, 45 min | Potency, µM (top dose mostly 76.8 µM), for the others: at the top dose activity, negative = inhibition, most hits filed as inhibitors | hit rate 0.12% among 410,000 | AID 624173; also: potency is read from the fitted curve at half-maximal effect; nearly all actives have a fitted effect of over 50% in size
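In this concentration-response screen, enzyme-free wells defined baseline while DMSO plates tracked drift. Each reaction combined TbPYK, substrate, compound and 130 uM ADP for 45 min at room temperature. Kinase-Glo Plus luminescence gave the signal.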
AmpC detergent – blocks E. coli AmpC beta-lactamase in detergent assay; hit rate 0.041% among 370,000; P00811; AmpC hydrolysis of nitrocefin, absorbance 480 nm, 0.01% Triton; AID 485294; Potency, µM (doses to about 114 µM), for the others: at the highest dose activity change, negative = inhibition, most hits filed as inhibitors;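 also: potency is read from the fitted curve at half-maximal effect; 0% = no-compound wells and -100% = no-enzyme wells; nearly all actives have a fitted effect of over 25% in size; some results filed as inactive show a strong effect at the top dose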
Target sequence (P00811 whole entry, looked up): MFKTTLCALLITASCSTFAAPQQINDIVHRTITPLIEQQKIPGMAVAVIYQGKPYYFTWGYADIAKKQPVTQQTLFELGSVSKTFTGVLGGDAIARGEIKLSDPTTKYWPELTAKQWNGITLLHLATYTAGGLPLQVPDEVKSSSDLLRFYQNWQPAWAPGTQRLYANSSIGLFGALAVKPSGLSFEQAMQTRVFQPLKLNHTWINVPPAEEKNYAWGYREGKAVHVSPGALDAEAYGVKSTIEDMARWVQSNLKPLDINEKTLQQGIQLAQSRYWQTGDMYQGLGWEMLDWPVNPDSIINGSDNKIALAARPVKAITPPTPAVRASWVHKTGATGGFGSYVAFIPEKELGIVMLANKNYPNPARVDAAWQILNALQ
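AmpC (5.3 nM in the dispensed reagent) in 20 mM phosphate pH 7.0 with 0.01% (detergent screen) or 0.0001% Triton X-100 was preincubated with compounds for 15 min at room temperature. Nitrocefin was then added from an 800 uM solution, and hydrolysis was followed at 480 nm.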
AmpC inh no detg – AmpC beta-lactamase inhibition without detergent; Potency, µM (top dose mostly 57.1 µM), for the others: at the top dose activity change, negative = inhibition, most hits filed as inhibitors; P00811; AmpC nitrocefin hydrolysis, absorbance 480 nm, 0.0001% Triton; AID 485341; hit rate 0.52% among 330,000;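 also: potency is read from the fitted curve at half-maximal effect; plate controls were no compound for no effect and no enzyme for full effect; nearly all actives have a fitted effect of over 20% in size; some results filed as inactive show a strong effect at the top dose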
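AmpC (5.3 nM in the dispensed reagent) in 20 mM phosphate pH 7.0 with 0.01% (detergent screen) or 0.0001% Triton X-100 was preincubated with compounds for 15 min at room temperature. Nitrocefin was then added from an 800 uM solution, and hydrolysis was followed at 480 nm.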
LmPK inhibitor – blocks Leishmania mexicana pyruvate kinase activity. Q27686. purified LmPK, Kinase-Glo ATP luminescence, 1 h. Potency, µM (top dose mostly 57.5 µM), without a hit: top-dose activity change, negative = inhibition, hits mostly inhibitors. hit rate 0.37% among 290,000. AID 1721; also: potency is read from the fitted curve at half-maximal effect
Target sequence (Q27686 whole entry, looked up): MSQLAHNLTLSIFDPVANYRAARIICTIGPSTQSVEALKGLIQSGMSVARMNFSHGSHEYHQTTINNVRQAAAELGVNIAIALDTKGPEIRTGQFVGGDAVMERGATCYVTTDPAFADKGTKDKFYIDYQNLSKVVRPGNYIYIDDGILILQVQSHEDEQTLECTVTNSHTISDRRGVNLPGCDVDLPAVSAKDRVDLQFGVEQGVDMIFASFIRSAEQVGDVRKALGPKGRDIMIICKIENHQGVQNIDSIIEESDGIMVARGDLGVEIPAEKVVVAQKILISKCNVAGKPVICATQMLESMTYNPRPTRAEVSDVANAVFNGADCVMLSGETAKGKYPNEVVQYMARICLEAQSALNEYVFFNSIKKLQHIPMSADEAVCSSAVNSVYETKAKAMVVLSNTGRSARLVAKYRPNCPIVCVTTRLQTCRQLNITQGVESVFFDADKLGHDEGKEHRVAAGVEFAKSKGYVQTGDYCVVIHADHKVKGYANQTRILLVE
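Purified LmPK (0.1 nM) with 0.5 mM PEP and 0.1 mM ADP in imidazole buffer pH 7.2 with MgCl2/KCl, 1 h at room temperature. ATP formed was read by luciferase luminescence and normalized to no-enzyme and uninhibited controls.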
* hit, by the source's call; ? = inconclusive; nt = not tested or not shown; & = joins results of further samples; [ ] = another dose, or the depositor's remark. Unless noted, calls follow the shape of the dose curve; as a rule, active = well fitted curve in the direction sought with a large enough effect; inconclusive = small, poorly fitted or top-dose-only effect, or another doubt; inactive = no such curve, though single readings can be large; an effect the other way counts as inactive or inconclusive. Unless noted, % is scaled to controls: 0 for no effect and ±100 for the full control effect.

The line under a structure holds: HCV inhibitor, AMA1-RON2 inh, HCMV antiviral, AmpC inh no detg, LmPK inhibitor, AmpC detergent, TbPYK inhibitor
> Cc1ccc(-n2c(C)cc(/C=N/NC(=O)CC3(C)OCCO3)c2C)cc1
→ -1.6%, 75.2%[activator], ?, 33.6%, 1.8%, -12.3%, 15.4%
> O=S(=O)(Nc1ccc2nc(C(F)(F)F)[nH]c2c1)c1ccccc1
→ ?, 5.6%, ?, -27.5%, 0.1%, -5.7%, -1.8%
> CC(=O)NCCNC(=O)c1cccc(NS(=O)(=O)c2ccc3c(c2)OCCO3)c1
→ 7.1%, 8.7%, -16.6, -19.9%, nt, ?, 11.6%
> CCOc1ccc(CNC(=O)c2cnc(SC)nc2CC)cc1
→ nt, nt, -21.8, nt, nt, 2.4%, 4.7%
> Cn1c(NC(=O)c2ccco2)c(-c2ccccc2Cl)c(=O)c2ccccc21
→ 2.0%, 21.7%, 18.0, -12.1%, -1.6%, -9.7%, 0.7%
> COC(=O)COC(=O)CC(CC(N)=O)c1ccccc1 (stereo not drawn)
→ 8.1%, -11.5%, 17.9, -1.0%, -1.9%, -9.3%, nt
> CCOC(=O)/C(C#N)=C1/C=CN(Cc2ccccc2)C=N1
→ 7.7%, -2.6%, 11.8, -12.6%, 0.5%, ?, 0.7%
> O=C(NNC(=O)c1ccc2ccccc2c1O)NC1CCCCC1
→ -7.7%, 42.0%, -9.1, -45.2%, 1.8%, -6.4%, 4.6%
> CC(C)(C)OC(=O)N1CCN(C(=O)c2ncn3c2c(=O)[nH]c2ccccc23)CC1
→ nt, -0.9%, -12.2, nt, nt, nt, -1.0%
> CN(c1ccccc1C(=O)Nc1cccc(Cl)c1Cl)S(C)(=O)=O
→ -7.0%, -9.7%, -0.6, -2.9%, 4.2%, 1.5%, 8.0%
> COc1ccccc1C(=O)Nc1ccc(C)c(S(=O)(=O)N2CCCCC2)c1
→ 7.08µM*, -3.9%, -18.2, -3.6%, nt, -14.8%, 1.4%
> CCCN(C(=O)c1cc(S(=O)(=O)N2CCCCC2)ccc1Cl)C1CCS(=O)(=O)C1 (stereo not drawn)
→ -4.5%, 3.5%, -23.3, 34.1%, -4.7%, -2.9%, 0.4%
> Cc1cccc(Nc2nc3c(S(=O)(=O)c4ccccc4)nnn3c3ccccc23)c1C
→ ?, 4.1%[2.32 µM], 19.6, 1.0%, 1.6%, -6.0%, 1.3%
> O=C(Nc1cccc(Cl)c1N1CCCC1)c1cc2ccccc2o1
→ -3.7%, 0.7%, 58.6, -17.3%, -1.9%, -4.1%, -10.0%
> CCC(c1nnc(SCC(=O)Nc2cc(Cl)ccc2C#N)n1C1CCCCC1)N(C)C (stereo not drawn)
→ 3.6%, -2.5%, 64.7, 153.5%[activator], 0.5%, -9.4%, -4.7%
> CCCc1cc(-c2[nH]ncc2-c2ccc(C(=O)OCC)o2)c(O)cc1O
→ ?, -4.6%, -62.0*, -23.8%, 6.8%, 4.3%, 0.0%
> CCOC(=O)c1[nH]c(C)c(C(=O)Nc2ccc(C)c(Cl)c2)c1C
→ -28.0%, -3.2%, 51.2, 5.3%, 5.3%, ?, -4.3%
> C[C@@H](Nc1nc(-c2ccccc2)nc2c1oc1ccccc12)C(=O)O
→ -29.9%, -1.8%, -0.9, -8.4%, 4.0%, -23.6%, 2.4%
> COC(=O)c1sccc1NC(=O)COc1ccccc1Cl
→ -15.7%, 3.7%, 107.1, -32.0%, -16.9%, ?, 0.3%
> COc1cc(OC)c(OC)cc1/C=C/c1cc(C(=O)O)c2ccccc2n1
→ 11.2%, 0.6%, -31.3, -5.4%, 1.6%, 1.9%, -6.5%
> Cc1noc(C)c1C(=O)NCCC1=CCCCC1
→ 8.1%, -14.8%, -4.1, -15.6%, -0.7%, -14.9%, -4.4%
> O=C(c1ccco1)N1CCc2[nH]nc(-c3ccccc3)c2C1
→ 7.8%, 5.8%, 0.0, -10.7%, 1.0%, -3.5%, -3.8%
> COc1ccc(CCNC(=O)C(C)n2nc(C)c3c(C)n(-c4ccc(C)cc4)nc3c2=O)c(OC)c1 (stereo not drawn)
→ 3.16µM*, -4.0%, -98.0*, 43.0%, -3.6%, -0.4%, -7.8%
> COc1cc(F)ccc1-c1cc(C(=O)NCC2CCCCC2)[nH]n1
→ nt, -1.2%, 78.7, nt, nt, nt, -2.3%
> CC1CN(c2c3c(nc4ncnn24)CCCC3)CC(C)O1 (stereo not drawn)
→ 24.7%, -3.2%, 15.8, -13.7%, -2.4%, -14.2%, -6.7%
> Cc1ccc(NC(=O)CSc2nnnn2C)cc1S(=O)(=O)N(C)C
→ -20.1%, 12.8%, 22.0, -7.6%, 0.4%, -1.2%, -2.5%
> CSc1nc2ccccc2n1Cc1cccc([N+](=O)[O-])c1
→ -5.3%, -12.6%, -25.3, -30.7%, -1.2%, -6.2%, 7.6%
> COc1ccc(S(=O)(=O)Nc2ccc3c(c2)n(C)c(=O)n3C)cc1
→ 12.8%, 0.3%, 8.1, -14.8%[2.29 µM], 3.6%, ?, 6.8%
> C(=N\Nc1nc2ccccc2[nH]1)/c1ccccc1
→ -19.7%, 61.1%[activator], 51.6, -32.5%, -16.4%, 0.8%, -6.3%
> Cc1ccc2c(c1)N(CCC(=O)NCc1ccc3c(c1)OCO3)C(=O)CO2
→ -8.5%, 16.8%, -7.3, -0.2%, -2.4%, -9.9%, -2.0%

Look-ups from the entries so far:
Reading for `CCOc1ccc(CNC(=O)c2cnc(SC)nc2CC)cc1` in AmpC detergent: 2.4%
Reading for `O=C(NNC(=O)c1ccc2ccccc2c1O)NC1CCCCC1` in AMA1-RON2 inh: 42.0%
Reading for `Cc1ccc(-n2c(C)cc(/C=N/NC(=O)CC3(C)OCCO3)c2C)cc1` in TbPYK inhibitor: 15.4%

(further entries)
The line under a structure holds: HCV inhibitor, AMA1-RON2 inh, HCMV antiviral, AmpC inh no detg, LmPK inhibitor, AmpC detergent, TbPYK inhibitor
> CCOC(=O)c1c(NC(=O)CSc2nnnn2CC)sc(C)c1C
→ ?, -20.1%, -8.6, 33.9%, 0.4%, -18.2%, -5.1%
> O=C(NC(=S)N1CCN(c2nc(-c3ccccc3)cs2)CC1)c1cncc(Br)c1
→ -9.0%, 105.0%[activator], -21.1, -38.3%, -0.5%, -10.3%, -7.8%
> Cc1ccc(NC(=O)c2ccc(OCC3CCCO3)cc2)nc1 (stereo not drawn)
→ -25.0%, -8.1%, 16.0, -4.4%, nt, -3.7%, -9.8%
> COc1ccccc1-c1nc2cc3ccccc3cc2nc1-c1ccccc1
→ -15.6%, 8.5%, -7.4, -3.1%, 0.8%, -22.2%, -3.3%
> CCOC(=O)/C(=N\Nc1ccc(Br)cc1)N1CCN(c2ccccc2OC)CC1
→ ?, ?, 5.6, 19.5%, -1.9%, -3.4%, -0.1%
> COc1cc(NS(=O)(=O)c2ccc3oc(=O)c4ncn(C)c4c3c2)cc(OC)c1
→ nt, nt, -36.9, nt, nt, 5.2%, 1.2%
> COc1ccc2[nH]c(=O)c(CN(C)C(=O)COc3ccccc3)cc2c1
→ 3.5%, -0.5%, -37.0, -22.0%, 0.1%, -15.6%, -1.9%
> CCCC1COC(Cn2cncn2)(c2ccc(Cl)cc2Cl)O1 (stereo not drawn)
→ -1.7%, -10.4%, -17.8, 66.1%[activator], -8.7%, -8.1%, 0.0%
> Clc1ccc(-c2nc3cnccn3c2NC2CCCC2)cc1
→ ?, 10.4%, nt, 30.9%, -4.1%, ?, -2.3%
> Cc1onc(-c2c(Cl)cccc2Cl)c1C(=O)NCc1ccc(S(N)(=O)=O)cc1
→ 11.5%, 4.0%, 39.9, -28.7%, 9.6%, ?, -3.3%
> O=C(O)C1CSC2(c3ccc(F)cc3)CCC(=O)N12 (stereo not drawn)
→ 32.1%[activator], 21.1%, 24.9, -6.3%, 2.5%, -9.3%, 0.9%
> COc1ccc(CCC(=O)NC2CC(=O)N(c3ccc(C)cc3)C2)cc1 (stereo not drawn)
→ nt, nt, 3.4, nt, nt, -2.0%, -5.4%
> COc1ccccc1/C=C/C=N/NC(=O)CC1C(=O)NN=C1C (stereo not drawn)
→ 3.5%, 11.6%, -5.8, -19.8%, 2.4%, 4.0%, -1.9%
> O=C(COC(=O)c1cccnc1Cl)NCCc1ccc(F)cc1
→ 18.2%, -6.6%, -7.7, -8.4%, nt, nt, -9.6%
> COc1cc(-c2nnc(COC(=O)c3cc(C)no3)o2)cc(OC)c1OC
→ -12.1%, 11.3%, 15.1, 5.7%, -5.6%, 1.8%, 4.9%
> CCOC(=O)C1CCCN(S(=O)(=O)c2ccc(-n3cnnn3)c(C)c2)C1 (stereo not drawn)
→ -16.0%, 1.5%, 10.3, 0.2%, 0.0%, -1.1%, 0.3%
> CSc1ncc(CN2CCN(C3CCCCC3)C(CCO)C2)cn1 (stereo not drawn)
→ 4.9%, 1.7%, 15.7, -23.1%, -4.0%, -4.5%, -1.9%
> Cc1ccc(S(=O)(=O)NCc2ccccc2)cc1C(=O)NCc1ccccn1
→ 9.2%, 14.8%, -12.7, -31.8%, -9.7%, 2.5%, 30.7%[activator]
> CC(=O)c1ccc(O)c(CO)c1
→ 0.0%, -1.2%, 6.3, -14.6%, 2.8%, -0.9%, 0.9%
> COc1ccc(OC)c(-c2csc(NC(=O)COC(=O)C3CCC3)n2)c1
→ ?, -21.0%, -15.6, -15.0%, nt, -9.8%, 2.6%
> COCCN(Cc1ccc(C)c(Br)c1)C(=O)Cn1cnc(S(=O)(=O)N2CCCC2)c1
→ 17.5%, 2.5%, 3.5, 182.6%[activator], -0.5%, -1.0%, -23.8%
> Cc1cc(C)cc(OCC(=O)NNC(=O)c2ccoc2C)c1
→ 2.0%, 39.5%[activator], -11.1, -5.8%, -1.7%, -12.5%, -4.7%
> CCc1nn(CCCC(=O)NCc2ccc(C)cc2)c(=O)c2cc3occc3n12
→ 0.1%, 11.6%, ?, 43.7%, 0.7%, 0.8%&20.9%, -26.6%&-1.7%

Some of the entries so far, comma-delimited.
Compound,HCV inhibitor,AMA1-RON2 inh,HCMV antiviral,AmpC inh no detg,LmPK inhibitor,AmpC detergent,TbPYK inhibitor
O=C(COC(=O)c1cccnc1Cl)NCCc1ccc(F)cc1,18.2%,-6.6%,-7.7,-8.4%,nt,nt,-9.6%
COc1cc(-c2nnc(COC(=O)c3cc(C)no3)o2)cc(OC)c1OC,-12.1%,11.3%,15.1,5.7%,-5.6%,1.8%,4.9%
CCOC(=O)C1CCCN(S(=O)(=O)c2ccc(-n3cnnn3)c(C)c2)C1 (stereo not drawn),-16.0%,1.5%,10.3,0.2%,0.0%,-1.1%,0.3%

High-throughput results: PubChem, National Center for Advancing Translational Sciences (NCATS)
